Assay outcomes (PubChem)
LGR2 antag = inhibitors of bursicon-induced Drosophila LGR2 receptor cAMP signaling; inhibition, % at 9.99 µM; HEK293 LGR2, CRE-luciferase, bursicon-stimulated, 4 h; AID 720647; actives 0.35% (n = 380,000);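 active = drop in luminescence signal, shown as inhibition above about 50% in the replicate tests, limit read from the data, passing the limit was not always enough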;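 note: agonist challenge used bursicon conditioned medium at about half maximal strength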
PAX8 reporter = PAX8 transcriptional activity inhibition | RMG-I TPO-luciferase reporter, SteadyGlo, 24 h | inhibition, % at 12.6 µM | actives 1.2% (n = 360,000) | AID 652154;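 active = mean replicate inhibition at least 60% with every replicate also reaching 60%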;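 note: luciferase light reporting Pax8 driven TPO promoter activity; plate controls were median of neutral control wells for no effect and mitoxantrone controls for full effect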
EWS-Fli block = EWS/Fli transcriptional activity inhibition. actives 0.67% (n = 350,000). A673 NR0B1-luciferase reporter, viability-normalised. AID 651661. inhibition, % at 12.6 µM;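 active = mean inhibition of at least 50% after viability correction, with every replicate also passing that limit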;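 note: firefly luciferase signal divided by Alamar Blue viability fluorescence both relative to DMSO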
* marks the source's active call; other numbers are inactive results; · = not tested or not shown. This is a subset; the hit share may differ from the screen's.

SMILES	LGR2 antag	PAX8 reporter	EWS-Fli block
COc1ccc(C#Cc2cnc3c(c2)C(=O)N([C@H](C)CO)C[C@@H](C)[C@@H](CN(C)C(=O)Nc2cccc(OC)c2)O3)cc1	-2.2	·	-20.1
CCCC(=O)Nc1ccc2c(c1)C(=O)N(C)C[C@H](OC)[C@@H](C)CN(Cc1ccc(F)cc1)[C@@H](C)CO2	-20.6	·	-3.4
C[C@H](CO)N1C[C@H](C)[C@@H](CN(C)Cc2cccc(F)c2)Oc2ncc(-c3cccc(F)c3)cc2C1=O	5.3	·	13.5
CCC(=O)Nc1ccc2c(c1)OC[C@@H](C)N(C(=O)CC)C[C@@H](C)[C@H](OC)CN(C)C2=O	-12.8	·	0.3
C[C@H](CO)N1C[C@H](C)[C@H](CN(C)C(=O)C2CC2)Oc2cc(C#CCN(C)C)ccc2S1(=O)=O	5.9	·	-14.2
CO[C@@H]1CN(C)C(=O)c2ccc(NS(=O)(=O)c3ccc(Oc4ccccc4)cc3)cc2OC[C@@H](C)NC[C@@H]1C	14.3	·	14.6
CCCC(=O)Nc1ccc2c(c1)C(=O)N(C)C[C@H](OC)[C@@H](C)CN(CC1CCCC1)[C@H](C)CO2	3.5	·	2.0
C[C@@H]1CN([C@@H](C)CO)C(=O)c2cc(NC(=O)Nc3ccccc3)ccc2O[C@H]1CN(C)C(=O)Nc1ccc2c(c1)OCO2	1.6	·	0.4
CO[C@H]1CN(C)C(=O)c2ccc(NC(C)=O)cc2OC[C@H](C)N(Cc2cncnc2)C[C@H]1C	18.9	·	-1.2
CO[C@@H]1CN(C)C(=O)c2cc(NC(=O)Nc3cccc(Cl)c3)ccc2OC[C@@H](C)N(C(=O)Nc2c(C)noc2C)C[C@H]1C	-16.8	·	-1.1
C[C@H](O)C#Cc1ccc2c(c1)O[C@@H](CN(C)CC1CC1)[C@H](C)CN([C@@H](C)CO)S2(=O)=O	-6.8	·	-1.8
CCCN(C)C[C@H]1Oc2ncc(C#CC3CC3)cc2C(=O)N([C@H](C)CO)C[C@H]1C	-8.7	·	-5.2
C[C@H]1CN([C@@H](C)CO)C(=O)c2cc(C#CC3CC3)cnc2O[C@H]1CN(C)C(=O)C1CCCCC1	-6.1	·	-3.6
C[C@@H]1CN([C@H](C)CO)C(=O)c2cc(NC(=O)Nc3ccccc3)ccc2O[C@H]1CN(C)Cc1ccc(Cl)c(Cl)c1	2.6	·	-3.1
CCCC(=O)Nc1ccc2c(c1)C(=O)N(C)C[C@H](OC)[C@@H](C)CN(Cc1ccc(F)cc1)[C@H](C)CO2	10.2	·	-1.7
C[C@@H]1CN([C@@H](C)CO)S(=O)(=O)c2ccc(-c3ccc(F)cc3)cc2O[C@@H]1CN(C)C(=O)Nc1ccc(F)cc1	26.9	·	32.2
C[C@H](CO)N1C[C@H](C)[C@H](CN(C)C(=O)C2CCCCC2)Oc2cc(Br)ccc2S1(=O)=O	-13.0	·	-1.5
C[C@H]1CN([C@@H](C)CO)S(=O)(=O)c2ccc(C3=CCCC3)cc2O[C@H]1CN(C)S(C)(=O)=O	-7.0	·	-8.4
Cc1noc(C)c1NC(=O)Nc1ccc2c(c1)C(=O)N([C@H](C)CO)C[C@H](C)[C@H](CN(C)S(=O)(=O)c1ccccc1)O2	-23.9	·	-5.5
C[C@@H]1CN([C@@H](C)CO)C(=O)c2cc(NC(=O)Nc3ccc(C(F)(F)F)cc3)ccc2O[C@@H]1CN(C)S(=O)(=O)c1cccs1	-2.1	·	-0.1
CCCNC(=O)Nc1ccc2c(c1)C(=O)N(C)C[C@@H](OC)[C@@H](C)CN(Cc1ccccc1)[C@@H](C)CO2	-4.7	·	-10.1
C[C@H](CO)N1C[C@H](C)[C@@H](CN(C)C(=O)Nc2ccc3c(c2)OCO3)Oc2ccc(NC(=O)Nc3ccccc3)cc2C1=O	9.5	·	-4.8
CO[C@@H]1CN(C)C(=O)c2ccc(NS(C)(=O)=O)cc2OC[C@@H](C)N(CC2CCCCC2)C[C@H]1C	16.2	·	1.6
C[C@H](CO)N1C[C@H](C)[C@@H](CN(C)C(=O)Nc2ccc(F)cc2)Oc2cc(-c3ccc(F)cc3)ccc2S1(=O)=O	3.4	·	34.1
CO[C@H]1CN(C)C(=O)c2cc(NC(=O)c3ccc(F)cc3)ccc2OC[C@@H](C)N(Cc2cocn2)C[C@@H]1C	-9.8	·	-1.2

Compound profiles, as listed above.
C[C@@H]1CN([C@H](C)CO)C(=O)c2cc(NC(=O)Nc3ccccc3)ccc2O[C@H]1CN(C)Cc1ccc(Cl)c(Cl)c1 is entered as LGR2 antag: 2.6; PAX8 reporter: ·; EWS-Fli block: -3.1
COc1ccc(C#Cc2cnc3c(c2)C(=O)N([C@H](C)CO)C[C@@H](C)[C@@H](CN(C)C(=O)Nc2cccc(OC)c2)O3)cc1 is entered as LGR2 antag: -2.2; PAX8 reporter: ·; EWS-Fli block: -20.1
Cc1noc(C)c1NC(=O)Nc1ccc2c(c1)C(=O)N([C@H](C)CO)C[C@H](C)[C@H](CN(C)S(=O)(=O)c1ccccc1)O2 is entered as LGR2 antag: -23.9; PAX8 reporter: ·; EWS-Fli block: -5.5

Remaining list, next part
SMILES	LGR2 antag	PAX8 reporter	EWS-Fli block
C[C@H]1CN([C@@H](C)CO)S(=O)(=O)c2ccc(-c3ccc(C(=O)N(C)C)cc3)cc2O[C@@H]1CN(C)C(=O)C1CC1	9.1	·	1.1
C[C@H]1CN([C@@H](C)CO)S(=O)(=O)c2ccc(C#CC(C)(C)O)cc2O[C@H]1CN(C)C(=O)C1CC1	1.5	·	5.7
C[C@H](CO)N1C[C@H](C)[C@H](CN(C)C(=O)C2CC2)Oc2ncc(C3=CCCC3)cc2C1=O	2.2	·	-12.0
C[C@H](CO)N1C[C@H](C)[C@H](CN(C)C(=O)C2CCC2)Oc2ncc(Br)cc2C1=O	-9.4	·	-12.3
CCC(=O)N(C)C[C@H]1Oc2cc(C3=CCCCC3)ccc2S(=O)(=O)N([C@@H](C)CO)C[C@@H]1C	12.6	·	13.4
N=c1oc2ccccc2cc1-c1nc(-c2ccc(Cl)cc2)cs1	-8.2	-2.1	·
COc1cccc(N2CC(C(=O)Nc3nnc(SCc4ccccn4)s3)CC2=O)c1 (stereo unspecified)	-1.6	1.9	·
CCCCCCn1c(=O)[nH]c2nc3cc(N)ccc3nc2c1=O	-22.3	-23.2	·
O=C(CCCOc1ccccc1)NC1CCCc2ccccc21 (stereo unspecified)	2.7	2.8	·
CCCCNC(=O)N1CCN(c2ccccc2OC)CC1	13.7	-8.6	·
C=CCC(NCc1ccccc1)c1ccccc1 (stereo unspecified)	-1.6	5.7	·
C/C(=N\NC(=O)c1nc2ccccn2c1C)c1ccc2c(c1)OCO2	-10.5	15.4	·
CC(C)CN1CCN(Cc2ccc(CN3CCCCC3)s2)CC1CCO (stereo unspecified)	13.6	1.2	·
CC(C)N1CCN(Cc2coc3ccccc3c2=O)CC1CCO (stereo unspecified)	-2.9	7.5	·
O=C(COC(=O)c1cccc(Br)c1)Nc1cccc2c1C(=O)c1ccccc1C2=O	-30.1	-42.1	·
CC1CCCC/C1=N\Nc1ccc(S(N)(=O)=O)cc1[N+](=O)[O-] (stereo unspecified)	-13.9	6.9	·
O=C(NCCCO)C(=O)NCCc1ccc(Cl)cc1	-6.2	-4.9	·
Cn1cc(C(=O)NC2CCCCCC2)c(=O)c2cc(S(=O)(=O)N3CCCC3)ccc21	7.3	8.8	·
CCNc1ccc(C2(O)C(=O)c3ccccc3C2=O)cc1	-1.0	15.1	·
CC(=O)Nc1ccc(S(=O)(=O)NC2=NCN(C)CN2)cc1	2.8	-9.9	·
Cc1cc(C)c2cc3c(N)c(C(=O)Nc4c(C)[nH]c(=O)[nH]c4=O)sc3nc2c1	13.3	15.3	·
Cc1c(C(=O)NC2CCCc3ccccc32)oc2ccc(S(=O)(=O)N3CCCCC3)cc12 (stereo unspecified)	-7.2	0.1	·
Cc1ccc(C)c(N2CCN(C(=O)Cc3ccc(-n4c(=O)[nH]c5ccsc5c4=O)cc3)CC2)c1	-1.3	9.1	·
O=C(CCc1nnc(CCCc2ccccc2)o1)NC(C1CC1)C1CC1	-32.7	-178.3	·
Cc1ccc(-n2nc3ccc(NC(=O)c4cccc([N+](=O)[O-])c4C)cc3n2)cc1	-7.2	-2.0	·

Part of the list above, in markdown.
| compound | LGR2 antag | PAX8 reporter | EWS-Fli block |
| --- | --- | --- | --- |
| C=CCC(NCc1ccccc1)c1ccccc1 (stereo unspecified) | -1.6 | 5.7 | · |
| C/C(=N\NC(=O)c1nc2ccccn2c1C)c1ccc2c(c1)OCO2 | -10.5 | 15.4 | · |

(list continues)
SMILES	LGR2 antag	PAX8 reporter	EWS-Fli block
COc1ccc(OC2C(=O)N(Cc3ccc(F)cc3)C2c2cc(OC)c(OC)c(OC)c2)cc1 (stereo unspecified)	-7.5	3.6	·
COC(=O)N/N=C\c1ccc(-c2cc(Cl)c(Cl)cc2Cl)o1	-12.7	-3.8	·
CC(C)NC(=O)Nc1ccc2c(c1)C(=O)N([C@@H](C)CO)C[C@@H](C)[C@H](CN(C)C(=O)Nc1ccccc1)OCCCC[C@@H](C)O2	1.9	22.8	·
O=C(Nc1cccc(-c2nc3ccccc3s2)c1)c1cccs1	-40.8	-33.5	·
COc1ccc(/C=N/Nc2nc(-c3ccc(Cl)cc3)cc(C(F)(F)F)n2)c(OC)c1	-3.7	-1.6	·
COc1ccc(Nc2ccc(S(=O)(=O)N3CCCCC3)cc2[N+](=O)[O-])cc1	-11.9	26.1	·
Cc1ccc(-c2nnn(CC(=O)N(Cc3cccs3)C(C(=O)NCC3CCCO3)c3ccco3)n2)o1 (stereo unspecified)	5.7	15.3	·
C[N+]1(CC(O)COc2ccccc2)CCN(C(=O)c2ccc([N+](=O)[O-])cc2)CC1 (stereo unspecified)	-6.1	-14.3	·
COc1ccc(NC(=O)COc2nsnc2N2CCOCC2)cc1	1.4	-8.2	·
Cc1cc(CN2C(=O)c3ccccc3C2=O)no1	7.3	5.5	·
CCOC(=O)c1c(C)[nH]c(C)c1C(=O)COC(=O)/C=C/c1cccc(F)c1	10.4	11.2	·
CCCOC(=O)COC(=O)c1ccccc1NC(=O)c1ccccc1	14.2	-16.4	·
Oc1ccccc1/C=N/Nc1cc(N2CCCC2)nc(N2CCCC2)n1	-24.6	-2.9	·
Cc1cc(Nc2ccccc2)c2c([N+](=O)[O-])ccc(C)c2n1	16.9	5.5	·
COc1ccc2nc(NC(=S)NC(=O)c3ccco3)sc2c1	-28.1	-407.6	·
C[C@@H]1CN(C(=O)c2nc3ccc(Cl)cn3c2CN[C@H]2CCCCNC2=O)C[C@H](C)O1	10.6	-2.2	·
COc1ccccc1-c1nc2ccccc2nc1-c1ccccc1OC	12.2	4.7	·
O=C(COC(=O)c1cc(Br)c(Br)s1)NCCC1=CCCCC1	-13.4	6.2	·
CCOC(=O)c1ccc(CNCc2ccc(Br)cc2)cc1	10.7	-2.8	·
O=C(/C=C/c1ccc(Br)cc1)c1ccc(NC(=O)c2ccco2)cc1	-21.8	-25.2	·
CC(C)(C)c1ccc(C(=O)NCC(=O)OCC(=O)Nc2ccccc2[N+](=O)[O-])cc1	4.0	-10.4	·
COc1cc(OC)cc(N(C(=O)C2COc3ccccc3O2)C(C(=O)NC2CCCCC2)c2ccc(O)cc2)c1 (stereo unspecified)	24.6	33.7	·
CCN(CC)C(=O)C[n+]1cccc(C(N)=O)c1	-17.4	25.9	·
CC(C)C(=O)NNS(=O)(=O)c1ccccc1[N+](=O)[O-]	-18.4	-10.1	·
COc1cc(C(=O)NCC(=O)N/N=C(/C)c2cccs2)cc(OC)c1OC	6.4	12.7	·

Next part.
SMILES	LGR2 antag	PAX8 reporter	EWS-Fli block
CS(=O)(=O)N(Cc1ccc(Cl)cc1)c1ccc(C(=O)NCCSc2ccccn2)cc1	1.4	22.4	·
CCOc1ncccc1C(=O)OCC(=O)Nc1ccc2c(c1)OCO2	-13.6	7.2	·
Cc1ccc(C2=Nc3ccccc3N(C(=O)c3ccccc3)C(C)C2)cc1 (stereo unspecified)	10.1	5.9	·
CCn1c(=O)cc(OCC(=O)NCCc2cccc(C)c2)c2ccccc21	-6.0	22.1	·
CCCC(=O)NCCc1nc2ccccc2n1CC(=O)c1ccccc1	-0.5	1.2	·
Cc1ccc(Nc2nnc(SC3CCOC3=O)s2)c(C)c1 (stereo unspecified)	17.1	2.4	·
COc1ccc(NC(=O)c2cc3c(=O)n(C)c4ccccc4c3s2)cc1OC	-5.8	3.2	·
Cc1ccc(C(=O)NCCc2sc(C)nc2C)cc1	-4.9	-16.3	·
CCN1C(=O)C(CC(=O)NC)N(NC(=O)c2ccccc2)C1=S (stereo unspecified)	-15.1	-4.6	·
CCc1ccc(OCCNC(=O)OCc2ccccc2)cc1	-5.9	2.6	·
Nc1ccc(C(=O)OCc2csc(-c3ccccc3)n2)cc1[N+](=O)[O-]	16.8	6.3	·
O=C(NN=C1CCN(Cc2ccccc2)CC1)c1cccc(S(=O)(=O)Nc2ccccc2Cl)c1	4.4	-18.2	·
CCN(CC)c1ccc(/C=N/N2CCN(Cc3ccccc3)CC2)c(O)c1	-3.8	7.3	·
OCCN1CCN(Cc2nc(-c3cccc(Cl)c3)no2)CC1	-17.5	-7.4	·
CCOC(=O)c1sc(-c2ccc(OC)cc2)cc1NC(C)=O	-48.4	-137.0	·
COc1cccc(CN(C)CC(=O)NC(=O)NCc2ccccc2)c1	6.9	-3.5	·
Cc1cc(N/N=C/c2ccc(O)c(C)c2O)nc(-c2ccccc2O)n1	36.7	97.2*	·
CC(=O)Nc1nnc(SCC(=O)c2ccc3c(c2)Cc2ccccc2-3)s1	-8.4	2.4	·
